Compound activity: PubChem BioAssay, several laboratories
E coli Lon inh: inhibits E. coli Lon protease | purified E. coli Lon protease, fluorescence polarization | inhibition, % at 7.94 µM | 360,000 tested, 0.42% active | AID 602123; in the data active means inhibition above about 13%, passing the limit was not always enough;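 further: 0% = enzyme with probe and DMSO and 100% = no enzyme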
Target sequence (P0A9M0 whole entry, looked up): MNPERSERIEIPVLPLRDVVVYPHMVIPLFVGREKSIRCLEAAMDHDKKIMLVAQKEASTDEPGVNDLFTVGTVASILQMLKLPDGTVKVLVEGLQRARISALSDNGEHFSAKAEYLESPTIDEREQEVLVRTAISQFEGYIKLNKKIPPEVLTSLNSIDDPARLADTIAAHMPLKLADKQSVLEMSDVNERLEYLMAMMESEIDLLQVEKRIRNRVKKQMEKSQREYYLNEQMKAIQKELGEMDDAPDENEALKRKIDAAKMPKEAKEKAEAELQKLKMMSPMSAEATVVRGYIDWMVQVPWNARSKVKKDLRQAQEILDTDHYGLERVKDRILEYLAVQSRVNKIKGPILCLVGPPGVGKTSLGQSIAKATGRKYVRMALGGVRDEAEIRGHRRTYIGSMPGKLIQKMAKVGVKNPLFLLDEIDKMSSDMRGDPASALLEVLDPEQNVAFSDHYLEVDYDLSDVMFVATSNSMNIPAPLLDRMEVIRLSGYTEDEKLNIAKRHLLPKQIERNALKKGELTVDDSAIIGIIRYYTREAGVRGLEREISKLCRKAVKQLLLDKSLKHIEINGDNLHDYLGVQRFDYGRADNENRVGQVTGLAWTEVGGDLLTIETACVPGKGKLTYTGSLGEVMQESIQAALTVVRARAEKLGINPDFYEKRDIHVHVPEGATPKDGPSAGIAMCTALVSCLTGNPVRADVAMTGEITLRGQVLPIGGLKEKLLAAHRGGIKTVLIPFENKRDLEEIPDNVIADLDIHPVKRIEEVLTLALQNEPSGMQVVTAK
Rin1 Abl inh: blocks binding of human Rin1 to Abl; P00519+Q13671; TR-FRET Rin1/Abl binding, biochemical; inhibition, % at 7.35 µM; 360,000 tested, 0.4% active; in the data active means inhibition above about 5%, passing the limit was not always enough
SKN-1 block: inhibitors of C. elegans SKN-1; C. elegans VP596 Pgst-4::GFP/RFP ratio, acrylamide-induced, 24 h; inhibition, % at 21.8 µM; 360,000 tested, 0.49% active; AID 624304;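 active means interference check ratio from 0.5 to 1.5 plus GFP to RFP signal ratio inhibition reaching or exceeding a fixed threshold, cut at about 30% in these data, passing the limit was not always enough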; further: some compounds called inactive have numbers as strong as hits
NRP1-CendR mod: modulators of CendR peptide binding to human neuropilin-1; FAM-RPARPAR peptide binding to NRP-1, fluorescence polarization; AID 602438; inhibition, % at 25 µM; 360,000 tested, 0.85% active;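 active means inhibition or corrected inhibition above about 18%, plus a signal ratio from 0.5 to 1.5, limit read from the data, passing the limit was not always enough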; further: strong numbers were not always called active
MsrA act: activators of bovine methionine sulfoxide reductase A; activation, % at 10.6 µM; 360,000 tested, 0.3% active; purified bovine MsrA, absorbance read-out; in the data active means activation above about 7.5%;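 further: 0% = vehicle and 100% = reference activator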
Neddylation inh: cullin neddylation inhibition; calls only at 25 µM; P61081+Q13564; TR-FRET cullin neddylation, biochemical; 360,000 tested, 0.58% active; in the data active means inhibition above about 36%
MLLE-PAM2 inh: inhibitors of microRNA-mediated deadenylation, human PABP1 MLLE binding. P11940. GST-MLLE / FITC-PAM2 fluorescence polarization. inhibition, % at 20 µM. 360,000 tested, 0.36% active. AID 588489; in the data active means inhibition above about 35%, passing the limit was not always enough;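 further: plate controls were DMSO wells with GST-MLLE for no effect and wells lacking GST-MLLE protein for full effect; some results filed as inactive read as strong as hits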
FAS TE block: blocks the thioesterase domain of human fatty acid synthase; P49327; recombinant FAS-TE, OMFH fluorogenic substrate, fluorescence endpoint; inhibition, % at 15 µM; 360,000 tested, 0.67% active; AID 602261;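 active means compounds whose normalised, plate-corrected inhibition of enzyme fluorescence in the single-dose primary screen is 50% or more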;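 further: 0% = DMSO with enzyme and 100% = substrate without enzyme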
MT1-MMP act inh: blocks activation of human MT1-MMP; P50281; HT1080 RFP-PRO-GFP cells, GFP/RFP ratio fluorescence, overnight; percent of plate control window, DMSO zero; GFP/RFP ratio change, % at 20 µM; 360,000 tested, 0.061% active;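 active means GFP/RFP ratio change of at least 30% with cell ATP level not reduced by more than half and red fluorescence within 50% of control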; further: strong numbers were not always called active
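Test system: HT1080 RFP-PRO-GFP cells; Benchmarks: DMSO and RFP-L50D-GFP cell wells; Timing: cells overnight before dosing, compound overnight, 37 °C, 5% CO2; Compound: one 20 µM compound dose with 1% DMSO; Read-out: GFP/RFP fluorescence ratio.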
* marks the source's active call; other numbers are inactive results; i = inactive; nt = no result given.

SMILES | E coli Lon inh | Rin1 Abl inh | SKN-1 block | NRP1-CendR mod | MsrA act | Neddylation inh | MLLE-PAM2 inh | FAS TE block | MT1-MMP act inh
O=C1N(c2ccccc2)C[C@@H]2C[C@@H](c3cccs3)N3CCC[C@@]123 | -3 | -1 | -4 | -6 | -5 | i | -1 | -5 | -4
O=C(O)c1ccc(CSc2nnc(Cc3ccccc3)o2)cc1 | -1 | 6 | 7 | -10 | -5 | i | -13 | -1 | 14
O=C(CSc1nnc(C2CC2)n1Cc1ccco1)NCC(F)(F)F | 3 | 2 | -7 | 10 | -9 | i | 11 | -8 | 2
CC(NC(=O)Nc1ccccc1Cl)c1ccc2c(c1)OCO2 (configuration not stated) | 0 | 0 | 13 | 8 | -3 | i | 1 | 7 | 4
CC(=O)c1ccc(S(=O)(=O)N2CCN(CC(=O)Nc3ccnn3C3CCCC3)CC2)cc1 | -7 | 5 | 1 | 8 | -2 | i | 10 | -8 | 0
Cc1ccc(Oc2ccc(OCC(=O)Nc3ccncc3)cc2)cc1 | -8 | 1 | -3 | 5 | -2 | i | -6 | 4 | 11
N#C/C(=C\c1ccccc1)c1n[nH]c(Cn2cncn2)n1 | -1 | -2 | 14 | 4 | -1 | i | -13 | -5 | -1
COC(=O)c1sccc1NC(=O)c1ccnn1C | 6 | 0 | 5 | 25* | -2 | i | -5 | -7 | -3
CC(C)N(C(=O)COC(=O)c1ccc(O)cc1)C(C)C | 1 | -1 | 19 | 14 | -6 | i | 11 | -9 | 2
Cc1ccc(S(=O)(=O)Nc2cc(Cl)c(O)c3ncccc23)cc1 | 9 | -2 | -1 | 4 | -2 | i | 41* | 9 | -16
CCc1ccc(S(=O)(=O)NCc2cn3ccsc3n2)s1 | -5 | 2 | -5 | 3 | -2 | i | -10 | -10 | -2
COc1ccc(C(=O)CSc2n[nH]c(-c3ccncc3)n2)cc1[N+](=O)[O-] | -1 | 1 | -6 | 3 | -9 | i | 5 | -5 | 5
Cc1ccc(C(=O)N2CCCCC2)cc1NC1=C(Cl)C(=O)N(Cc2ccccc2)C1=O | 6 | -1 | 5 | -4 | -6 | i | 7 | 22 | 5
O=C(c1c[nH]c2ccccc12)C(O)C(c1ccccc1)N1CCOCC1 (configuration not stated) | 9 | 2 | 24 | 12 | -2 | i | 1 | 4 | 1
CCN(CC)S(=O)(=O)c1ccc(-n2cnnn2)c(C)c1 | 2 | 2 | 7 | 11 | -1 | i | 10 | -7 | 3
Cc1cc(C)c(NC(=O)C2CCN(C(=O)c3ccco3)CC2)c(C)c1 | -8 | 0 | 6 | 9 | -4 | i | 10 | -5 | 1
N#CCCN(C(=O)COC(=O)c1cc(=O)[nH]c2ccccc12)c1ccccc1 | -4 | -1 | -3 | -4 | -3 | i | 5 | -6 | -3
O=C(CSc1nn(-c2ccc(Cl)cc2)c(=S)s1)N1CCN(C(=O)c2ccco2)CC1 | 1 | -1 | -8 | -4 | -12 | i | -13 | 32 | 1
O=C(OCc1ccccc1)C1CCCN1C(=O)c1ccccc1[N+](=O)[O-] (configuration not stated) | -1 | -2 | 10 | 1 | -1 | i | -4 | 2 | 6
COc1ccc([C@H]2C[C@H](n3cc(-c4ccc(F)cc4)nn3)[C@@H](O)CN2Cc2cccs2)cc1 | -3 | 2 | 0 | -14 | -2 | i | 2 | -3 | 1
CC(=O)CCS(=O)(=O)c1ccc(NC(C)=O)cc1 | -11 | 3 | 4 | 2 | 0 | i | 9 | -3 | -7
CN(C)S(=O)(=O)c1ccccc1C#N | -4 | 1 | -2 | 5 | -12 | i | -8 | -9 | 1
COc1ccc(C(=O)NCC(c2ccco2)N2CCCCC2)cc1S(=O)(=O)Nc1ccc(C)cc1 (configuration not stated) | -15 | 2 | -8 | 5 | -3 | i | 8 | -8 | 0
Cc1ccnc(SCc2cc(=O)c(OC(=O)c3ccc(S(=O)(=O)N(C)C)cc3)co2)n1 | -10 | 3 | -2 | 1 | 1 | i | 15 | -3 | 4
O=C(COC(=O)c1ccc(Br)o1)NC1CCCc2ccccc21 (configuration not stated) | -3 | 2 | 1 | 0 | -1 | i | 6 | -4 | 5

New compounds follow
SMILES | E coli Lon inh | Rin1 Abl inh | SKN-1 block | NRP1-CendR mod | MsrA act | Neddylation inh | MLLE-PAM2 inh | FAS TE block | MT1-MMP act inh
CCOC(=O)N1CCN(C(=O)C2CCN(C(=O)c3ccccc3C)CC2)CC1 | -16 | -1 | 4 | -43 | -9 | i | 12 | 6 | 2
COc1ccc(-c2noc(CN3C(=O)c4ccccc4C3=O)n2)cc1 | -3 | 2 | -14 | -9 | -2 | i | -1 | 14 | 9
CCCNC(=O)c1cc(C2CCCCN2S(=O)(=O)c2ccc(OC)cc2)on1 (configuration not stated) | 5 | 5 | 13 | 0 | -2 | i | 9 | -2 | -1
COc1ccc(NC(=O)/C(C#N)=C/c2ccc(OCc3ccccc3F)cc2)cc1 | -5 | -1 | -2 | 9 | -1 | i | 11 | -8 | 7
Cc1ccc(S(=O)(=O)N2CCC(C(=O)N3CCC3)CC2)cc1 | -14 | 2 | -6 | -2 | -7 | i | -3 | 0 | 2
O=C(COc1ccc(Cl)cc1Cl)NNC(=O)c1cccnc1 | -2 | 2 | 14 | 4 | -2 | i | 3 | -3 | -2
Cc1nc2cc(-c3ccccc3)nn2c(C)c1CCC(=O)N1CCN(c2ccccc2)CC1 | -8 | 0 | 0 | -7 | -10 | nt | 17 | 13 | 2
CCN(CC)CCNC(=O)C(=O)Nc1cc2c3c(c1)CCN3C(=O)CC2 | -10 | 2 | -8 | 18 | -4 | i | 5 | -7 | 2
CCc1nc(CN(C)C(=O)C2CCC(=O)N(Cc3cccc(F)c3)C2)no1 (configuration not stated) | -1 | -1 | 7 | -4 | -1 | i | -14 | -6 | 3
COc1ccccc1-c1csc(Cc2nnc3n2CCCCC3)n1 | -3 | -1 | -8 | 20 | -3 | i | 3 | -9 | 1
O=C1NC(=S)N/C1=C/c1cccc([N+](=O)[O-])c1O | -8 | 2 | 0 | -9 | -5 | i | -12 | -5 | 20
COC(=O)/C(=C/Nc1ccc(O)cc1)[N+](=O)[O-] | 13 | 2 | -2 | -13 | -3 | i | -2 | -6 | 21
Cc1nc(-c2cccc(NC(=O)c3ccco3)c2)cs1 | 4 | 1 | 36* | -12 | -3 | i | -6 | -1 | -4
Cc1ccc[n+](CC(=O)c2ccc(-c3ccccc3)cc2)c1 | 4 | 4 | 6 | 9 | -9 | i | 18 | -13 | 3
O=C1c2ccccc2C(Nc2ccc3c(c2)OCCO3)N1c1ccccn1 (configuration not stated) | -1 | -3 | 10 | -7 | -6 | i | -10 | 4 | 0
COc1ccc(F)cc1-c1cc(C(=O)NCc2ccc(C(F)(F)F)cc2)[nH]n1 | -6 | -3 | 3 | -4 | -1 | i | 5 | 53* | 1
CC(C)NC(=O)N(C)C[C@H]1OCc2cnnn2CCCC(=O)N([C@H](C)CO)C[C@H]1C | -4 | -1 | 3 | -2 | -13 | i | 4 | -4 | 4
CCCCN1C(=O)C(CC(=O)NCc2cccc3ccccc23)CC(C(=O)N2CCOCC2)=C1C (configuration not stated) | 0 | 2 | 17 | -2 | -6 | i | -12 | -3 | -1
CCN(CC)C(=O)c1sc(NC(=O)c2cc(-c3ccc(C)s3)nc3ccccc23)c(C(=O)OC)c1C | 2 | 0 | -5 | 0 | 1 | i | 9 | 18 | -2
CN1CCN(C(=O)c2cccc(-c3ccc4nccn4c3)c2)CC1 | -1 | -1 | 16 | -1 | -1 | i | -9 | -8 | 0
COc1ccc(CCN2C(=O)NC(NC(=O)CCc3ccccc3)(C(F)(F)F)C2=O)cc1OC (configuration not stated) | -5 | 0 | 3 | 2 | -2 | i | 11 | -5 | 2
O=C(NCc1ccccn1)C1CC(c2ccccc2Cl)=NO1 (configuration not stated) | 6 | 4 | 3 | -6 | -8 | i | 16 | -15 | -1
CCOc1ccccc1NC(=S)NNS(=O)(=O)c1c(C)cc(C)cc1C | 2 | 4 | -12 | -3 | -4 | i | 41* | -7 | 3
CC(C)c1nnc(NC(=O)Cc2cccs2)s1 | 4 | 2 | 5 | 7 | -1 | i | 0 | -6 | 4
CC(=O)C1=C(c2ccccc2)NC(=O)NC1c1ccccc1OCC#N (configuration not stated) | -19 | -1 | -9 | 10 | -12 | i | -5 | -11 | -2

Profiles as entered above.
CC(C)NC(=O)N(C)C[C@H]1OCc2cnnn2CCCC(=O)N([C@H](C)CO)C[C@H]1C reads E coli Lon inh = -4; Rin1 Abl inh = -1; SKN-1 block = 3; NRP1-CendR mod = -2; MsrA act = -13; Neddylation inh = i; MLLE-PAM2 inh = 4; FAS TE block = -4; MT1-MMP act inh = 4
COC(=O)/C(=C/Nc1ccc(O)cc1)[N+](=O)[O-] reads E coli Lon inh = 13; Rin1 Abl inh = 2; SKN-1 block = -2; NRP1-CendR mod = -13; MsrA act = -3; Neddylation inh = i; MLLE-PAM2 inh = -2; FAS TE block = -6; MT1-MMP act inh = 21

(cont.)
SMILES | E coli Lon inh | Rin1 Abl inh | SKN-1 block | NRP1-CendR mod | MsrA act | Neddylation inh | MLLE-PAM2 inh | FAS TE block | MT1-MMP act inh
COC(=O)c1sccc1NC(=O)Nc1cccc(F)c1 | -5 | -10 | 10 | -7 | -9 | i | 15 | 14 | -1
COc1cccc(-c2noc(CCC(=O)NC3CCCCC3)n2)c1 | 9 | -2 | 19 | 8 | -3 | i | 8 | -2 | -7
O=C(NCCN1CCC(n2c(=O)[nH]c3ccccc32)CC1)c1ccc2ccccc2c1 | -2 | nt | -8 | 16 | -5 | i | nt | -2 | 9
Cc1ccc(NC2=CC(=O)C(=O)c3ccccc32)c(C)c1 | -7 | -2 | 5 | 5 | -2 | i | 15 | 16 | 10
CSc1nsc(SCC(=O)Nc2ccccc2)n1 | 2 | -3 | 19 | 0 | -3 | i | 30 | 1 | 1
CCn1c(C)nnc1SCC(=O)Nc1cccc(C(F)(F)F)c1 | -5 | 2 | -3 | 16 | -3 | i | -15 | -3 | 3
COc1ccc(CN2C(=O)c3ccccc3C2c2nnnn2-c2ccc3c(c2)OCCO3)cc1OC (configuration not stated) | -3 | nt | 3 | 7 | -1 | i | nt | -9 | -1
COc1ccc(NC(=O)CN(C)C(=O)c2cn(-c3ccccc3)nc2-c2ccc(Cl)cc2)cc1 | 3 | 0 | 9 | 4 | -8 | i | 2 | 19 | 1
CCOC(=O)c1c(CC(C)C)csc1NC(=O)COC(=O)c1cnc(C)cn1 | 1 | -1 | 29 | 8 | 2 | i | 0 | -4 | -2
Cc1nc(SCC(=O)Nc2cccc(C(=O)O)c2)n[nH]1 | 6 | 2 | 13 | 2 | -2 | i | 1 | -5 | 2
O=C(c1ccco1)N1CCCN(Cc2nc(-c3cccs3)no2)CC1 | -1 | 2 | -5 | -2 | -5 | i | 6 | -4 | 0

Limited to MLLE-PAM2 inh, MT1-MMP act inh and E coli Lon inh, for six of the compounds above:
SMILES	MLLE-PAM2 inh	MT1-MMP act inh	E coli Lon inh
O=C(NCCN1CCC(n2c(=O)[nH]c3ccccc32)CC1)c1ccc2ccccc2c1	nt	9	-2
Cc1ccc(NC2=CC(=O)C(=O)c3ccccc32)c(C)c1	15	10	-7
CSc1nsc(SCC(=O)Nc2ccccc2)n1	30	1	2
CCn1c(C)nnc1SCC(=O)Nc1cccc(C(F)(F)F)c1	-15	3	-5
COc1ccc(CN2C(=O)c3ccccc3C2c2nnnn2-c2ccc3c(c2)OCCO3)cc1OC (configuration not stated)	nt	-1	-3
COc1ccc(NC(=O)CN(C)C(=O)c2cn(-c3ccccc3)nc2-c2ccc(Cl)cc2)cc1	2	1	3

Compounds as they come. About 4% of those tested had a hit in this group.
